ASAP1 GAP inh: ASAP1 ArfGAP inhibition. ASAP1-stimulated ARF1 GTP hydrolysis, GDP FP detection. inhibition, % at 16.5 µM. 360,000 tested, 0.19% active; in the data active means inhibition above about 25%;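 further: 0% = vehicle with enzyme and substrate and 100% = no enzyme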
Target sequence (Q9ULH1 325-724 limits assumed): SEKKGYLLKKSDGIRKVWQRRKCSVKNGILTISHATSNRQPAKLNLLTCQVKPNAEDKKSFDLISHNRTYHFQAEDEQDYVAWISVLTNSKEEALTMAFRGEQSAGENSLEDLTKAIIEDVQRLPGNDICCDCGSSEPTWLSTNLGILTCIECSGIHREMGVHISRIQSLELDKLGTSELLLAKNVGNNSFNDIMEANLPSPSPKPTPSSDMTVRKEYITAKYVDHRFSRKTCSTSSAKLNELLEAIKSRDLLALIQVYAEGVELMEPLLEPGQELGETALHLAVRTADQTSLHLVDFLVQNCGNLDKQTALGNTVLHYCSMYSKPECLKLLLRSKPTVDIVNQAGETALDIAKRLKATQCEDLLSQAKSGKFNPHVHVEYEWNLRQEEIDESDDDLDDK
GC-B act: GC-B (human) receptor activation. P20594. HEK293-GC-B cells, CNP EC30, cGMP TR-FRET; 0% at EC30 CNP, 100% saturating CNP. activation, % at 10 µM. 370,000 tested, 0.11% active. AID 1920062;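 active means activation at 10 µM reaching about 35% in either raw or pattern-adjusted values, limit read from the data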
FXN GAA850 act: frataxin GAA850 promoter activation | HEK293 lucGAA850 FXN promoter luciferase reporter, 24 h; percent of 10 µM SAHA response | AID 540364 | activation, % at 6 µM | 360,000 tested, 0.56% active;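 active means activation above the average of all compounds screened plus 3 SD, cutoff fixed separately per campaign, cut at about 7.5% in these data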;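 further: 0% = DMSO wells and 100% = 10 µM SAHA wells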
rCAG RNA binder: binds r(CAG) RNA repeats; 370,000 tested, 1.3% active; AID 651821; inhibition, % at 3 µM; r(CAG) RNA repeat, TO-PRO-1 dye displacement fluorescence;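 active means inhibition above the plate cutoff, the mean of all test compounds on that plate plus 3 SD, cut at about 35% in these data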;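 further: 0% = DMSO alone and 100% = 100 µM mitoxantrone as full dye displacement; higher means more dye released from RNA so lower well fluorescence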
sPLA2-III inh: Inhibits HGIII-sPLA2 liposome hydrolysis, primary screen | Q9NZ20 | QFRET BODIPY PC-A2 liposome hydrolysis, fluorescence | inhibition, % at 12.2 µM | 370,000 tested, 0.56% active | AID 743126;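 active means inhibition above mean plus 3 SD of compounds lying within the high and low control bounds, cut at about 19% in these data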;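 further: 0% = median of test compound wells and 100% = no enzyme DMSO wells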
DDE Tn6 FP inh: inhibitors of Tn6 peptide binding to human fibrin DD(E); AID 720509; Fibrin DD(E) TRITC-Tn6 fluorescence polarization displacement; inhibition, % at 8.3 µM; 370,000 tested, 0.21% active; P02675;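 active means inhibition above a per-campaign cutoff: mean of compounds within control limits plus 3 SD, cut at about 15% in these data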;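 further: 0% = median of all compound wells on the plate and 100% = blocking peptide control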
KLK7 zymogen act: activators of human kallikrein-7 zymogen. purified proKLK7, EDANS-DABCYL substrate fluorescence; 100% is mature enzyme control, 0% vehicle. activation, % at 7 µM. 370,000 tested, 0.9% active. AID 652039;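 active means activation above the mean of all tested compounds plus 3 SD, computed per campaign excluding outliers beyond control limits, cut at about 13% in these data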
Target sequence (P49862 whole entry, looked up): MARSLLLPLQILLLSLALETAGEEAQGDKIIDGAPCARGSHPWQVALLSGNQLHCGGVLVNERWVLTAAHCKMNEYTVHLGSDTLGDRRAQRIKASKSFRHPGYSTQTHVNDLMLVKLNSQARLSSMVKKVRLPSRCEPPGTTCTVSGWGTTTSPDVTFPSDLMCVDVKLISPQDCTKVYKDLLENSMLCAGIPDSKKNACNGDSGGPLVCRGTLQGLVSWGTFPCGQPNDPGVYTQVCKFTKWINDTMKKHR
ARFGAP1 inh: rat ARFGAP1 inhibition; 360,000 tested, 0.26% active; Q62848; Arfgap1-stimulated ARF1 GTP hydrolysis, GDP FP detection; inhibition, % at 16.5 µM;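 active means inhibition above a per-plate limit, mean inhibition of low control wells plus 3 SD, cut at about 25% in these data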;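 further: 0% = DMSO wells with enzyme and 100% = wells lacking Arfgap1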
Target sequence (Q62848 1-136 limits assumed): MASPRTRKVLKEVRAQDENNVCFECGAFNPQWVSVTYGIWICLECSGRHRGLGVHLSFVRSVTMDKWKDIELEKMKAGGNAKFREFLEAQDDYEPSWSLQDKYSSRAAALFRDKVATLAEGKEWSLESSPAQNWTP
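Material: rat Arfgap1 catalytic domain, aa 1-136; also added: human ARF1(Δ1-17)-GTP substrate; compound dosing: one concentration, 16.5 µM, DMSO 1.26%; incubation: GTP hydrolysis reaction 2 h at 25 °C; measured by: Tracer-displacement fluorescence polarization with EDTA stop, 620/688 nm; evaluation: % inhibition from polarization; repeats: one replicate per compound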
ADAM10 inh: inhibitors of human ADAM10; 370,000 tested, 0.62% active; O14672; inhibition, % at 7 µM; AID 720582; recombinant ADAM10, EDANS/DABCYL FRET peptide cleavage, 3 h;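 active means inhibition above a per-campaign cutoff equal to the mean of compounds falling between control-based bounds plus 3 SD, cut at about 20% in these data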;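 further: 0% = DMSO wells while the 100% control is not disclosed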
NPR1 activator: GC-A (human) enzyme activation; P16066; HEK293 GC-A cells, cGMP TR-FRET, EC30 ANP; 0% at EC30 ANP, 100% saturating ANP; activation, % at 10 µM; 370,000 tested, 0.14% active; AID 1671463; in the data active means activation above about 40%
An asterisk follows results filed as active; x = no result given. Rows are unselected (roughly 4.5% active in at least one column).

SMILES	ASAP1 GAP inh	GC-B act	FXN GAA850 act	rCAG RNA binder	sPLA2-III inh	DDE Tn6 FP inh	KLK7 zymogen act	ARFGAP1 inh	ADAM10 inh	NPR1 activator
O=C(c1cc(N2C(=O)C3C4CCC(C4)C3C2=O)ccc1Cl)N1CCN(c2ccc(F)cc2)CC1 (stereo not drawn)	5	4	1.6	-5	1	0	1.2	12	-3	0
CCCCn1nnnc1C(c1ccccc1)N1CCN(Cc2c(F)cccc2Cl)CC1 (stereo not drawn)	10	-9	x	-1	-8	3	-0.2	-8	3	-11
CCOCCCNC(=O)C(NC(=O)c1ccc(=O)[nH]c1)c1ccccc1 (stereo not drawn)	8	7	-0.1	-1	0	-3	-0.6	0	-5	-2
O=C(NCCCN1CCN(c2ccccc2F)CC1)C1CCCN(S(=O)(=O)c2cnc[nH]2)C1 (stereo not drawn)	8	3	-1.4	-1	10	-6	0.3	3	-5	0
Cc1cc(C(=O)COC(=O)c2ccc(NC(=O)CC#N)cc2)c(C)n1-c1ccc(OC(F)F)cc1	6	-1	3.2	25	-36	3	-0.8	7	-1	2
Nc1nc(SCC(=O)Nc2cc(Cl)ccc2Cl)n[nH]1	-4	-3	0.0	4	-5	-3	0.5	-5	2	-5
CC1(CCc2ccccc2)NC(=S)N(c2ccccc2)N1 (stereo not drawn)	-16	-2	2.9	1	0	1	-0.8	-3	5	0
O=C(O)/C=C/C(=O)Nc1c(F)cccc1F	0	0	0.9	0	3	1	0.2	5	-1	4
O=C(NNC(=O)c1sc2ccccc2c1Cl)Nc1ccc(Cl)cc1	-8	-1	-0.5	14	-11	1	0.2	-4	20*	1
CCOc1ccc(N2C(=O)CC(N3CCN(c4ccc(C(=O)c5ccncc5)cc4)CC3)C2=O)cc1 (stereo not drawn)	-2	-1	-1.6	2	5	4	0.0	2	1	0
Cc1ccc(Cn2ccsc2=NC(=O)COC(=O)C(C)C)cc1	8	0	0.6	-7	-7	1	-1.0	13	-14	2
COc1ccc(NC(=O)Cn2c(C)cc(=O)c3ccccc32)cc1	5	-1	-1.7	-5	3	-1	0.8	13	5	7
Cc1cc(NC(=O)CSc2nc(=O)n3cccc(C)c3n2)no1	4	4	1.1	0	2	8	0.2	-7	-6	-2
COc1ccc(S(=O)(=O)N2CCN(C)CC2)cc1NC(=O)c1ccccc1	10	5	-1.6	2	2	4	0.4	6	-17	-1
CCOC(=O)Cc1csc(NC(=O)C2CCCN(S(=O)(=O)c3cnc[nH]3)C2)n1 (stereo not drawn)	2	-5	-1.1	3	-7	7	0.2	-9	-2	1
CN(C)S(=O)(=O)c1ccc(Cl)c(NC(=O)CSc2nnnn2-c2ccc(O)cc2)c1	2	-6	1.7	6	-26	5	-0.5	-7	9	-2
Cc1ccc(Nc2nnc(SC3CCOC3=O)s2)cc1 (stereo not drawn)	3	6	-1.3	4	-48	3	0.0	10	-3	15
C1CC1Cc1noc(CN2CCN(C3C4CC5CC(C4)CC3C5)CC2)n1 (stereo not drawn)	4	1	1.8	-7	1	4	0.2	-6	1	0
COCCNC(=O)CN1N=C(c2ccc(C)cc2)CCC1=O	4	1	-0.1	-1	-2	1	0.4	-2	-2	-4
CSc1ccc(C(=O)C2CCCN(C(=O)c3csc(C(C)=O)c3)C2)cc1 (stereo not drawn)	8	-6	0.5	-2	5	12	-0.2	5	3	2
CCc1ccc(N/C(N)=N/c2nc(CSc3ccccn3)cc(=O)[nH]2)cc1	0	-7	1.5	-3	0	-1	-0.6	-8	5	2
Cc1ccccc1C(=O)Nc1ccc(C(=O)NNC(=O)CCCOc2ccc(Cl)cc2Cl)cc1	-8	1	-1.7	9	0	-6	-0.5	8	7	1
CC(C)C[C@H](NC(=O)N1c2ccccc2NC(=O)[C@@H]1C(C)C)C(=O)N[C@@H](Cc1ccccc1)C(=O)O	18	-6	0.1	11	2	0	0.5	-11	-10	0
CCN1CCN(c2ccc(S(=O)(=O)N3CCOCC3)cc2NC(=O)c2ccc(Cl)cc2Cl)CC1	3	0	-0.4	-1	-18	-1	0.5	0	3	0
c1ccc(CSc2ccc3nnc(-c4ccccn4)n3n2)cc1	10	2	0.3	-6	1	0	0.3	9	-6	2
Cn1c(N)c(C(=O)COC(=O)/C=C/c2ccc(Cl)cc2Cl)c(=O)n(C)c1=O	3	2	1.0	0	-2	1	-0.1	2	4	37
Cn1c(SCC(=O)OC2CCCCC2)nnc1-c1ccc2c(c1)OCO2	-26	-4	-2.6	-11	7	2	0.7	-13	-10	1
C=CCN(CC=C)Cc1cc(=O)n2c(-c3ccccc3)csc2n1	-2	4	1.2	9	-4	-7	1.0	0	-20	-2
COc1ccc(CN2CCC(CO)(Cc3ccccc3)CC2)cc1Cn1cccn1	-15	5	-1.5	-9	-5	4	0.2	-4	-7	-4
CCC1=C(CC2NCCc3ccccc32)CC2c3cc(OC)c(OC)cc3CCN2C1 (stereo not drawn)	-3	-2	-13	2	-4	23*	19*	-6	-125	-10
COc1ccc(CCNC(=O)CC2SC(=NCCc3ccccc3)NC2=O)cc1 (stereo not drawn)	2	-3	0.0	-7	6	5	0.6	-1	-7	-1
CC(=O)Oc1ccccc1C(=O)N1CCN(S(=O)(=O)c2ccc3ccccc3c2)CC1	-13	-2	1.3	-1	-14	10	-0.1	-5	1	-11
N#Cc1cn(-c2ccccc2)nc1-c1ccccc1	0	-7	5.0	-2	1	-3	-0.6	1	-2	-6
CCOC(=O)N1CCC(NC(=O)CCC(=O)N2CC(C)Oc3ccc(C)cc32)CC1 (stereo not drawn)	-4	5	-0.8	-6	10	3	0.6	1	-1	0
CN(C)S(=O)(=O)c1ccc(N2CCCC2)c(C(=O)NCc2ccccc2)c1	-11	0	1.1	1	-2	0	0.3	2	-8	-7
CC(O)CNc1nc(N)[nH]c(=O)c1N=Nc1ccccc1 (stereo not drawn)	0	-7	1.3	10	-2	-10	-0.3	-7	1	-7
COc1ccc(OC)c(S(=O)(=O)N2CCC(C(=O)N3CCc4ccccc4C3)CC2)c1	1	-6	-0.8	2	-11	5	0.5	-9	-11	-7
CNc1c(NC(=O)COc2ccc(Cl)cc2)c(=O)oc2ccccc12	12	-1	-0.2	1	0	-1	0.2	-10	2	6
Cc1ccccc1-n1c(SCC(=O)NC2CCS(=O)(=O)C2)nc2ccccc2c1=O (stereo not drawn)	1	0	-0.3	1	3	-1	-0.1	-3	17	-3
Cn1c(=O)c2c(nc(N3CCCCCC3)n2Cc2cccc3ccccc23)n(C)c1=O	7	-8	-0.5	1	6	8	0.0	-13	2	-12
O=C(C1CC(=O)N(c2ccc3c(c2)OCCO3)C1)N1CCN(S(=O)(=O)c2ccccc2F)CC1 (stereo not drawn)	-5	-2	-6.2	6	0	-5	0.1	-6	-10	0
COc1cccc(C2=NOC(C(=O)NC3CCCCC3)C2)c1 (stereo not drawn)	-7	6	-0.8	-7	3	1	0.4	-11	1	4
CC(=O)c1ccc(S(=O)(=O)N2CCN(CC(=O)Nc3ccccc3C(=O)NC3CC3)CC2)cc1	-17	-1	1.2	3	9	-1	-0.1	-3	-8	-3
CCOC(=O)C1CCN(CC(O)COC(CC)c2ccccc2)CC1 (stereo not drawn)	4	2	0.4	-7	2	5	0.2	3	-9	3
O=C(NCc1ccco1)O[C@@H]1CC[C@@]23CCCN2C(=O)CCC[C@H]3C1	x	0	x	x	4	-6	x	x	-3	4
Cc1ccccc1NC(=O)CN1CCc2ccccc2C1	3	2	-0.7	-7	5	1	0.2	-1	-3	4
CC1(C(=O)Nc2ccc3c(c2)OCO3)Cc2c(-c3cccc(C(F)(F)F)c3)ccnc2O1 (stereo not drawn)	5	-8	0.2	3	-2	8	0.2	3	21*	-4
COc1cc(NC(=O)c2cc(C(C)C)on2)cc(OC)c1OC	-6	2	-2.7	-1	9	-4	0.5	-17	-6	4
O=C(CN1CCN(c2ccccn2)CC1)Nc1ccc(F)cc1F	4	5	1.9	-8	6	3	-1.1	-3	-2	4
Nc1nonc1-n1nnc(C(=O)N/N=C/c2ccccc2Cl)c1-c1ccc2c(c1)OCO2	-2	7	-1.4	4	-9	-10	0.5	8	-1	-6
COc1ccccc1CNC(=O)COc1ccc([N+](=O)[O-])cc1	2	-3	0.3	-2	2	0	-0.3	3	-2	1
COc1ccccc1NC(=O)c1cccc(NC(=O)c2ccco2)c1	5	1	-1.2	-2	-3	6	0.9	7	4	2
COc1ccccc1/C=C/C=N/NC(=O)CCn1cnc2ccccc21	-8	1	-4.3	-6	-6	4	-0.6	13	-41	-1
CCOC(=O)c1cc(C#N)c(N)nc1C	-9	1	2.1	0	2	-1	-0.1	-4	-40	5
Cc1ccc(-c2cn(C[C@H]3CC[C@@H]([C@@H]4CC[C@H](Cn5cc(-c6ccc(C)cc6)nn5)O4)O3)nn2)cc1	-1	-6	-0.1	-1	3	-1	-0.1	-3	5	-1
COc1ccc(CNS(=O)(=O)CCNC(=O)c2ccccc2)cc1	-13	-3	0.5	-3	9	2	-0.3	-5	-3	-1
COc1ccc(NC(=O)C(c2ccc(C)cc2)N(C)C(=O)c2ccc(=O)[nH]c2)cc1 (stereo not drawn)	0	1	0.8	-6	14	-1	-0.1	7	6	-1
C=CC(=O)Nc1sc2c(c1C(N)=O)CCCC2	3	-9	-0.8	1	-1	6	0.5	1	-5	-12
CCN(CC)S(=O)(=O)c1ccc(Cl)c(C(=O)NCc2ccco2)c1	-1	2	1.7	-3	4	2	0.7	3	-1	1
CN(C)Cc1c(C(=O)N/N=C/c2cccc(OCc3c(F)cccc3Cl)c2)nnn1-c1nonc1N	3	2	-0.6	1	9	-2	0.1	-3	-5	4

(more compounds)
SMILES	ASAP1 GAP inh	GC-B act	FXN GAA850 act	rCAG RNA binder	sPLA2-III inh	DDE Tn6 FP inh	KLK7 zymogen act	ARFGAP1 inh	ADAM10 inh	NPR1 activator
CCN(C(=O)CSc1nncs1)c1c(N)n(Cc2ccccc2)c(=O)[nH]c1=O	-4	1	0.6	-1	0	-5	-0.4	1	-5	3
COc1cccc(-c2nnn(CC(=O)N(C3CCCCC3)C3CCS(=O)(=O)C3)n2)c1 (stereo not drawn)	1	-3	0.1	4	0	2	0.9	6	-4	4
Cn1c(=O)cc(OCC(=O)NCc2cccs2)c2ccccc21	8	3	0.5	-3	0	-3	-0.1	-7	4	0
COc1ccc(-c2nn(CCC(=O)O)cc2/C=C2\SC(N)=NC2=O)cc1	1	1	2.9	5	2	8	-0.3	8	8	1
N#Cc1ccc(-c2nc3ccccc3c(=O)n2O)cc1	-1	-7	0.7	-1	4	1	0.1	-8	-3	-1
CCOc1ccc(NCC(=O)Nc2ccc(Cl)cc2C)cc1	-4	-2	-1.8	11	5	-6	0.9	-1	8	-1

Screening results from PubChem BioAssay.
